Lipid storage S3: qHTS Assay for Lipid Storage Modulators in Drosophila S3 Cells | Drosophila S3 cells, BODIPY lipid droplet fluorescence, 18-24 h; cells fed with added oleic acid | lipid storage change, negative = inhibition, % at the top dose, mostly 46.1 µM; hits show Potency in µM | hit rate 0.64% among 320,000; active = well fitted inhibition curve with a large enough effect in the signal ratio, with a control signal flat, not every such curve was filed as active; inconclusive = small, poorly fitted or top-dose-only effect, or effect the other way, or a change in a side signal; the % refers to the signal ratio
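Drosophila S3 cells got compounds at several concentrations plus oleic acid (400 uM solution). Laser-scanning cytometry with 488 nm excitation read lipid droplets at 500-530 nm and cells at 575-640 nm. Percent activity was relative to 20 uM Triacsin C.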
Lipid storage S3 cell count max: recorded beside Lipid storage S3, whose call it bears; cell number change, %; measured here: cell count max response;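 cells counted by Cell Tracker Red CMTPX staining in the red channel; peak over a dose series mostly up to 46.1 µM; percent activity relative to internal control wells on each plate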
* = called active by the depositor; i = inactive; ? = inconclusive; . = no result given; [ ] = remark or other dose. % is scaled to controls: 0 for no effect and ±100 for the full control effect; potency is read from the fitted curve at half-maximal effect.

SMILES	Lipid storage S3	Lipid storage S3 cell count max
Cc1ccn2c(c1)nc(=O)c1cc(S(=O)(=O)N3CCC(C)CC3)ccc12	?	.
Cc1ccc2c(c1)C(=O)c1c(C(=O)O)cccc1-2	12%	12
CCCCN(C(=O)c1ccccc1OCc1ccc(F)cc1)c1c(N)n(CC(C)C)c(=O)[nH]c1=O	4%	14
COc1ccc(OCCOC(=O)Nc2ccccc2)cc1	?	.
O=C(O)/C=C/C(=O)Nc1ccc(S(=O)(=O)Nc2nccs2)cc1	?	.
CCCN(CCC)CCCNC(=O)c1cc2c(=O)[nH]c3ccccc3c2s1	?	.
CC(Sc1nc(C2CC2)n(-c2ccccc2)n1)C(=O)c1c(N)n(C)c(=O)n(C)c1=O (stereo not drawn)	-15%	11
COc1ccc(NC2=NC3(CCCCC3)N=C(N)N2)cc1	-10%	-10
CCOc1ccc(Cl)cc1S(=O)(=O)NCc1cccnc1	?	.
Fc1ccccc1CN1CCCN(C(=S)Nc2cccc(Cl)c2)C1	0%	-11
Cc1ccc(CCNC(=O)CC2Oc3ccc(C)cc3NC2=O)cc1 (stereo not drawn)	?	.
COC(=O)C1(C(=O)OC)Sc2ccccc2C1=O	?	.
COc1ccc(-n2c(=S)[nH]c3cc(C(=O)NCCCN4CCCC4=O)ccc3c2=O)cc1	11%	9
COc1ccc(C(=O)N2CCN(c3ccc(C)cc3)CC2)cc1OC	16%[9.22 µM]	22
COc1ccc(Br)cc1CN(C)CC(=O)Nc1c(Cl)ccc(C)c1Cl	5%	2

Exported in CSV form: five of the compounds above.
SMILES,Lipid storage S3,Lipid storage S3 cell count max
COc1ccc(NC2=NC3(CCCCC3)N=C(N)N2)cc1,-10%,-10
CCOc1ccc(Cl)cc1S(=O)(=O)NCc1cccnc1,?,.
Fc1ccccc1CN1CCCN(C(=S)Nc2cccc(Cl)c2)C1,0%,-11
Cc1ccc(CCNC(=O)CC2Oc3ccc(C)cc3NC2=O)cc1 (stereo not drawn),?,.
COC(=O)C1(C(=O)OC)Sc2ccccc2C1=O,?,.

(listing goes on)
SMILES	Lipid storage S3	Lipid storage S3 cell count max
O=C(NCc1ccccn1)c1cc(-c2ccccc2)nc2ccccc12	?	.
O=C(Cn1nc(C(F)(F)F)c2c1CCCC2)NCc1ccco1	?	.
Cc1nn(-c2ccccc2)c2c1/C(=N/O)CC(C)(C)C2	?	.
Cc1cccc(NC(=O)c2sc3nc(N)c(C#N)cc3c2N)c1	?	.
Cc1ccc(-n2c(C)cn(C(=O)c3ccccc3)c2=S)cc1	1%	-16
Cc1cc(NC(=O)c2ccc3c(c2)C(=O)N(CC(C)C)C3=O)no1	-1%	26
COCCCn1c(C(=O)NCCN2CCOCC2)cc2c(=O)n3cccc(C)c3nc21	?	.
CCOC(=O)c1ccc(N=CC2=C(O)CC(C)(C)CC2=O)cc1	?	.
COc1ccc(C(=O)NC2(C(F)(F)F)C(=O)N(Cc3ccco3)C3=C2C(=O)CC(C)(C)C3)cc1OC (stereo not drawn)	-10%	-10
COc1ccc(C(=O)CCC(=O)NCCc2c[nH]c3ccccc23)cc1OC	i	-29
N#C/C(=C\C=C\c1ccccc1)C(=O)N1CCCC1	?	.
CN(Cc1cccc(Cl)c1)C(=O)C1CSC2(C)CCC(=O)N12 (stereo not drawn)	-15%	3
CCOC(=O)c1c(S(=O)(=O)NCc2ccc(OC)cc2)c(C)n(C)c1C	?	.
COc1ccc(N2CCN(C(=O)COC(=O)CCc3ccccc3OC)CC2)cc1	6%	1
COc1ccc(N2CCN(C(=O)CN3C(=O)NC(c4ccc(OC)cc4)(c4ccc(OC)cc4)C3=O)CC2)cc1	?	.
Cc1ccc2nc(Cl)c(/C=N/n3c(C)nnc3C)cc2c1	?	.
O=C(CCl)N1c2ccccc2SCC1c1ccccc1 (stereo not drawn)	1µM*	-4.3*
CCOc1ccc2[nH]c(C)c(CN3CCCCCC3)c(=O)c2c1	i	38
CCCc1[nH]nc2c1C(c1ccc(OC)c(Cn3nnc4ccccc43)c1)C(C#N)=C(N)O2 (stereo not drawn)	?	.
O=C(/C=C/c1cccs1)NC(=S)NNC(=O)c1ccccc1O	?	.
CCCN(Cc1nc(-c2ccc(Cl)cc2)no1)CC1CCCO1 (stereo not drawn)	?	.
CCOC(=O)c1ccccc1NC(=O)COC(=O)CCNS(=O)(=O)c1ccccc1	?	.
CCN(/N=C/c1ccc(N(C)C)cc1)c1nc2ccccc2[nH]1	15%	-10
Cc1nc2cc(C(F)(F)F)ccc2n1C1CCN(CC(=O)N2CCOCC2)CC1	16%	-9
Brc1ccc(-c2nnc3ccc(N4CCN(c5ccccc5)CC4)nn23)cc1	?	.
Cc1nc2cc(NS(=O)(=O)c3ccccc3)ccc2n1C	?	.
CCCOC(=O)c1sc2nc3c(cc2c1N)C(=O)CCC3	?	.
CCCN(c1ccccc1F)S(=O)(=O)c1cc(-c2cc(C)no2)ccc1OC	4.6µM*	-29*
COc1cccc(N2CCN(C(=O)c3cccn4c(=O)c5c(C)c(C)sc5nc34)CC2)c1	0%	7
CC(C)c1cc(CN2CCOCC2)cc(C(C)C)c1O	-2%	4
CC(=C/c1ccccc1)/C=N/NC(=O)CSc1nc(C)cc(C)n1	?	.
COc1ccc(NC(=O)C2=C(C)NC(=O)NC2c2cccs2)c(OC)c1 (stereo not drawn)	-6%	7
Cc1[nH]c(=O)[nH]c(=O)c1S(=O)(=O)Nc1ccc(Oc2ccccc2)cc1	16%	-14
O=C(N/N=C\c1ccccn1)C1COc2cc3ccccc3cc2O1 (stereo not drawn)	?	.
COc1cccc(C(=O)Nc2cccc(OC(C)=O)c2)c1	i	-9
CN(C)/C=C1\SC(=S)N(N2C(=O)C3C4C=CC(C4)C3C2=O)C1=O (stereo not drawn)	?	.
COC(=O)Cn1cnc2sc3c(c2c1=O)CCCC3	?	.
C=CCNCCOCCOc1ccc(C)cc1Br	?	.
O=C(N/N=C/c1[nH]c2ccccc2c1Cl)c1cccc(Br)c1	?	.
CCO/C(=C/c1sc2ccc(OC)cc2[n+]1CCCS(=O)(=O)[O-])CC	?	.
O=C(N/N=C/C=C/c1ccc([N+](=O)[O-])cc1)c1cccs1	?	.
O=C1CSC(c2ccc(Cl)c(Cl)c2)N1c1nccs1 (stereo not drawn)	?	.
Cc1occc1C(=O)Nc1ccc2ccccc2c1	16%	-19
COc1ccc(C(=O)Nc2ccc(N3CCN(C(=O)c4ccccc4C)CC3)cc2)cc1	-5%	9
O=C(NNc1ccccn1)C(c1ccccc1)c1ccccc1	?	.
Cc1cc(C)nc(OC(C(=O)O)C(OCCc2ccccc2)(c2ccccc2)c2ccccc2)n1 (stereo not drawn)	?	.
N#CCSc1nnc(-c2cccnc2)n1-c1ccccc1	?	.
CCN(CC(=O)Nc1ccc2c(c1)OCCO2)C(=O)/C=C/c1ccccc1	-4%	-4
COC(=O)C1(NC(=O)NC2CCCCC2)CCCCC1	-2%	-16
COc1ccc(CCN2C(=O)c3[nH]nc(-c4ccccc4O)c3C2c2cccc(O)c2)cc1OC (stereo not drawn)	?	.
Cc1ccc(C)c(C(=O)CCC(=O)NCc2ccc(Cl)cc2)c1	?	.
Cc1cc(C)c(C#N)c(N2CCSCC2)n1	0%	-15
CC(=O)c1ccc(NC(=O)c2cc(S(=O)(=O)N3CCOCC3)ccc2C)cc1	?	.
CNC(=S)NNC(=O)CSCc1c(Cl)cccc1Cl	-12%	-30
Cc1cc(C(=O)NNc2c(Cl)cccc2Cl)n(C(C)(C)C)n1	?	.
COc1ccccc1NC(=S)N(Cc1ccco1)Cc1cc2cc(C)cc(C)c2[nH]c1=O	-1%	-5
CCOc1ccc(OCCC(=O)N(CC(=O)Nc2ccccc2C(F)(F)F)Cc2ccco2)cc1	?	.
COc1ccc(C(=O)NNC(=O)Cc2ccc(Cl)cc2)cc1	?	.
Cc1sc2ncnc(SCC(=O)N3CCCC3=O)c2c1C	?	.
CCOc1ccccc1N(CC(=O)NCC1CCCO1)C(=O)CCC(=O)Nc1cc(C)on1 (stereo not drawn)	i	6
Continuation.
SMILES	Lipid storage S3	Lipid storage S3 cell count max
CCc1ccc(NC(=O)Cn2cccc2)cc1	7%	.
Cc1nc(C(=O)N(C)C)nn1-c1ccc(Cl)cc1Cl	?	.
Cc1ccc(Cl)cc1N1CCN(C(=O)CCS(=O)(=O)c2ccc3c(c2)NC(=O)CO3)CC1	-8%	8
C=CCN(CC=C)S(=O)(=O)c1ccc(NC(=S)NC(=O)/C=C/c2ccccc2)cc1	27%	-22
CCOC(=O)/C(=N/Nc1ccccc1)c1csc(Nc2ccccc2)n1	?	.
O=C(CCN1C(=O)S/C(=C\c2ccccc2)C1=O)Nc1ccc(S(=O)(=O)Nc2nccs2)cc1	4%	-20
CCOc1ccc(C(=O)/C=C/Nc2ccc(S(=O)(=O)Nc3cc(C)nc(C)n3)cc2)cc1	?	.
Cc1ccc(S(=O)(=O)N(C)C)cc1NC(=O)COC(=O)c1n[nH]c(=O)c2ccccc12	?	.
COc1cc(C(=O)N/N=C/c2cn(Cc3cccc(F)c3)c3ccccc23)ccc1O	?	.
COc1ccc(N2CC(C)Cn3c2nc2c3c(=O)n(CCc3ccccc3)c(=O)n2C)cc1 (stereo not drawn)	?	.
CCOc1cc(NC(=S)NCCCN(C)C)c(OCC)cc1NC(=O)c1cccs1	?	.
c1ccc(-c2cn(-c3ccccc3)c3[n+]2CCCS3)cc1	?	.
Cc1nc2ccccn2c1C(=O)NNS(=O)(=O)c1ccc(Cl)cc1	?	.
COc1ccc(S(=O)(=O)N2CCN(C(=O)CCSc3ccccc3)CC2)cc1	10%	-15
Cc1nc(N)nc(SCc2ccc([N+](=O)[O-])cc2)c1N	13%	13

Some of the entries so far, with values under each structure:
Every second line gives: Lipid storage S3, Lipid storage S3 cell count max
CCOc1cc(NC(=S)NCCCN(C)C)c(OCC)cc1NC(=O)c1cccs1
→ ?, .
c1ccc(-c2cn(-c3ccccc3)c3[n+]2CCCS3)cc1
→ ?, .

Continued.
SMILES	Lipid storage S3	Lipid storage S3 cell count max
O=C(NCCCc1ccccc1)C1CCN(S(=O)(=O)c2ccc(F)cc2)CC1	?	.
N/C(=N\OC(=O)CCn1cccc(C(F)(F)F)c1=O)c1ccc(OC(F)(F)F)cc1	0%	25
O=C1C2=C(c3ccccc31)[N+](=O)C1CCCCC1N2[O-] (stereo not drawn)	?	.
O=C(CCCn1cnc([N+](=O)[O-])n1)Nc1ccc(F)c(Cl)c1	?	.
Cc1cc(/C=C2/C(=O)NN(c3ccccc3)C2=O)c(C)n1-c1ccc(O)cc1	?	.
CC1(C)C2CCC1(C)C(OC(=O)CCn1ccnc1)C2 (stereo not drawn)	i	-24
Cc1sc2ncn(CC(=O)NCCCC(=O)N3CCC(C(N)=O)CC3)c(=O)c2c1C	12%	1
CC(=O)NNc1cc(C)nc(N)n1	?	.
CC(C)CCNC(=O)NC(=O)COC(=O)CCN=C1NS(=O)(=O)c2ccccc21	?	.
COc1cccc(OCC(=O)N2CCCc3ccccc32)c1	-23%	-28
CC(C)C(C(=O)NCC1CCCO1)N(C(=O)CNS(=O)(=O)c1ccccc1)C1CCCCC1 (stereo not drawn)	?	.
Cc1ccc(NC(=O)Cc2ccccc2)c(C)c1	16%	25
COC(CNC(=O)c1cccc(-n2c(=S)[nH]c3cc(Cl)ccc3c2=O)c1)OC	i	.
CCOC(=O)c1c(C)n(C)c2cc(CN(C)C)c(O)c(S(=O)(=O)c3ccccc3)c12	8%	12
CC1(C)OC2OC(C(=O)N/N=C/c3cc(Br)ccc3O)C3OC(C)(C)OC3C2O1 (stereo not drawn)	?	.

Sorted by formula weight (low to high): part of the list above
SMILES	Lipid storage S3	Lipid storage S3 cell count max
CC(=O)NNc1cc(C)nc(N)n1	?	.
O=C1C2=C(c3ccccc31)[N+](=O)C1CCCCC1N2[O-] (stereo not drawn)	?	.
COc1cccc(OCC(=O)N2CCCc3ccccc32)c1	-23%	-28
CC(C)CCNC(=O)NC(=O)COC(=O)CCN=C1NS(=O)(=O)c2ccccc21	?	.
Cc1sc2ncn(CC(=O)NCCCC(=O)N3CCC(C(N)=O)CC3)c(=O)c2c1C	12%	1
CC1(C)OC2OC(C(=O)N/N=C/c3cc(Br)ccc3O)C3OC(C)(C)OC3C2O1 (stereo not drawn)	?	.

Next structures:
SMILES	Lipid storage S3	Lipid storage S3 cell count max
Cc1cc(Cl)ccc1NC(=O)CN1C(=O)C(=O)N(C2CCCC2)C1=O	?	.
CC(/C=N\NC(=O)CN1CCN(Cc2ccccc2)CC1)=C\c1ccco1	-6%	-16
CCOC(=O)CSc1n[nH]c(NC(C)=O)n1	-1%	3
COc1ccc(N=Cc2cc3c(cc2O)OC(N)=C(C#N)C3c2ccccc2)cc1 (stereo not drawn)	-18%	-2
Cc1ccc(S(=O)(=O)Oc2cccc(N3C(=O)C4CC=CCC4C3=O)c2)cc1 (stereo not drawn)	-9%	12
CCOc1ccc2nc(SC3CC(=O)N(c4ccc(C)cc4)C3=O)sc2c1 (stereo not drawn)	14%	-3
COc1ccc(-n2c(=O)c3c4c(sc3n(CC(=O)NCc3ccco3)c2=O)CCC4)c(OC)c1	-3%	-1
COc1ccc(-n2nc3ccc(NS(C)(=O)=O)cc3n2)cc1Cl	?	.
O=C(CCNS(=O)(=O)c1cccs1)N1CCN(c2ccc(F)cc2)CC1	?	.
CCCCCCCOc1ccc(C(=O)Nc2cccnc2)cc1	?	.
CCCCc1nc2cc(C(=O)N3CCNC(=O)C3CC(=O)OC)ccc2o1 (stereo not drawn)	?	.
CC(C)N1CCN(S(=O)(=O)c2ccc3ccccc3c2)CC1	i	.
O=C1CSC(=S)N1/N=C/C=C/c1ccccc1	?	.
O=C(Nc1cccnc1)c1ccc(CN2CCc3ccccc3C2)cc1	22%	6
CCCc1nnc(NC(=O)CCC(=O)N2CCC(Cc3ccccc3)CC2)s1	?	.

Assay outcomes: PubChem BioAssay, National Center for Advancing Translational Sciences (NCATS)

Some of the compounds tested; rates above refer to the full screens.
